Screening data from PubChem BioAssay.
D1 PAM = enhances dopamine response at the human D1 receptor; HEK293 TREx D1 cells, calcium flux, dopamine EC20 potentiation; 360,000 compounds, 0.036% hits; AID 504651; P21728; potentiation, % at 10 µM; in the data active = potentiation above about 30%; also: 0% is about no effect
Target sequence (P21728 whole entry, looked up): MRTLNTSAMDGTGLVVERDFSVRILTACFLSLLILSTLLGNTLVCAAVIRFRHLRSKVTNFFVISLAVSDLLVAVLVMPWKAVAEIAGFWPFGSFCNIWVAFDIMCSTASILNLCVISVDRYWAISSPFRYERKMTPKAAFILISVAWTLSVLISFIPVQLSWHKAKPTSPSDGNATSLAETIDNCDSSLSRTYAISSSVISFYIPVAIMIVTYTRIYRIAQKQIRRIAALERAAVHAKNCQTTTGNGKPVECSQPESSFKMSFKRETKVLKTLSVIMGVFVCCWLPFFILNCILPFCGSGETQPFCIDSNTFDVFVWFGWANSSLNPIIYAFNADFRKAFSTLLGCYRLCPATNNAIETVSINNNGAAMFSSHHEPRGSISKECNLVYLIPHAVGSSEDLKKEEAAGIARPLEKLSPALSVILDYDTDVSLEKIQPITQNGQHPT
D2 antagonist = D2 dopamine receptor (human) antagonism; HEK293 TREx D2 cells, calcium flux, dopamine EC80; P14416; inhibition, % at 10 µM; AID 485344; 340,000 compounds, 2% hits; in the data active = inhibition above about 30%; also: 0% is about no effect
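HEK293 T-REx D2 cells, tet-induced, calcium dye no-wash. Cpd pintool add, 180 s kinetic, then EC80 DA, 180 s kinetic. Ca flux read.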
RXFP1 antagonist = antagonists of human relaxin receptor RXFP1. HEK293-RXFP1, relaxin-stimulated cAMP HTRF, 30 min; active compounds read low. 350,000 compounds, 0.59% hits. Q9HBX9. AID 1259400. activity change, negative = inhibition, % at 57.5 µM;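 active = activity change of -60% or lower, but not beyond a set lower limit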; also: % is scaled to controls: 0 for no effect and ±100 for the full control effect
D1 agonist = agonists of human D1 dopamine receptor; P21728; HEK293 T-REx D1 cells, calcium flux, agonist mode; activation, % at 2 µM; 360,000 compounds, 1% hits; AID 504660; in the data active = activation above about 30%; also: 0% is about no effect
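Tetracycline-induced HEK293 TREx D1 cells, force-coupled to calcium signalling, were dye-loaded with a no-wash calcium kit. Compound was pin-added after a 10 s baseline. Fluorescence was read kinetically at 1 cycle/s for 180 s, with calcium rises flagged as agonism.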
D2 ag = D2 dopamine receptor (human) agonism; HEK293 T-REx D2 cells, calcium flux agonist mode; activation, % at 2 µM; 340,000 compounds, 0.53% hits; AID 485358;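 active = activation over 3 SD above normal in the single-dose calcium agonist read, cut at about 30% in these data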; also: 0% is about no effect
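Tetracycline-induced HEK293 Trex cells with D2 receptor force-coupled to calcium signaling, plated overnight at 30 C and loaded with no-wash calcium dye. Calcium flux read kinetically for 180 s after compound addition; responses flag agonists.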
D1 antag = human D1 dopamine receptor antagonism; P21728; HEK293 TREx D1 cells, calcium flux, dopamine EC80; active compounds read low; activity change, negative = inhibition, % at 10 µM; 360,000 compounds, 3.2% hits; in the data active = activity change below about -30%; also: % is scaled to controls: 0 for no effect and ±100 for the full control effect
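HEK293 T-REx cells expressing inducible, force-coupled D1 receptor; no-wash Ca dye, 30–90 min RT. Cmpd → 180 s read at 1 Hz → EC80 DA → 180 s read.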
D2 potentiator = D2 dopamine receptor (human) potentiation | P14416 | HEK293 T-REx D2, calcium flux, EC20 dopamine potentiation | potentiation, % at 10 µM | 340,000 compounds, 0.34% hits | AID 485347;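 active = potentiation over 3 SD above the plate norm, cut at about 30% in these data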; also: 0% is about no effect
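Tetracycline-induced Hek293 Trex D2 cells, force-coupled to calcium, loaded with no-wash calcium dye. Compound added with 180 s kinetic read for agonism, then EC20 dopamine and a further 180 s read for potentiation.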
TRHR PAM = allosterically enhances the human TRH receptor. 360,000 compounds, 0.66% hits. TRHR cells, fluo-8 calcium fluorescence, EC20 TRH enhancement. P34981. AID 493056. enhancement, % at 2 µM; in the data active = enhancement above about 30%; also: 0% is about no effect
Target sequence (P34981 whole entry, looked up): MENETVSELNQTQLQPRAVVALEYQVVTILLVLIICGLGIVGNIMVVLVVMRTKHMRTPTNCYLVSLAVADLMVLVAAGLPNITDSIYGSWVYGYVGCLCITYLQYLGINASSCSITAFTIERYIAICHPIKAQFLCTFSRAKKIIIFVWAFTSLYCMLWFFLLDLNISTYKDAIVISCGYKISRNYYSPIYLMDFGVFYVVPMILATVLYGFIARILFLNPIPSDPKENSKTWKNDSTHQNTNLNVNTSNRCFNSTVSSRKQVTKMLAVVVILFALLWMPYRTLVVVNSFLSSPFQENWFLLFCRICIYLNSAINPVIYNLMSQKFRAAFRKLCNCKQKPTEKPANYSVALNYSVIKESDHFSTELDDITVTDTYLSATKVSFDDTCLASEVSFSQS
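TRHR-expressing cells loaded with fluo-8 calcium dye were read kinetically (ex 480/em 530) during compound addition, then stimulated with an EC20 of TRH (10 nM final). Enhancement of the Gq-mediated intracellular calcium response was scored.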
RXFP1 agonist = RXFP1 (human) receptor agonism; 370,000 compounds, 0.3% hits; Potency, µM (highest dose often 57.5 µM), inactives show at the highest dose activation, actives largely listed as activators; Q9HBX9; AID 2676; HEK293T-RXFP1 cAMP TR-FRET, 30 min; response scale: percent of porcine relaxin response, buffer zero; active = well fitted activation curve with a large enough effect; also: potency is read from the fitted curve at half-maximal effect; % is scaled to controls: 0 for no effect and ±100 for the full control effect; nearly all actives have a fitted effect of over 60% in size; many of its hits are not listed in these tables
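cAMP rise read by TR-FRET after 30 min, 37C compound exposure (up to 58 uM) in RXFP1-transfected HEK293 cells with Ro 20174 present. EC50 from Hill-equation fits, with 29 nM porcine relaxin as 100% and buffer as basal.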
* = called active by the depositor; . = no result given. The list is partial; count on the stated rates, not on these rows.

Results follow in this order: D1 PAM | D2 antagonist | RXFP1 antagonist | D1 agonist | D2 ag | D1 antag | D2 potentiator | TRHR PAM | RXFP1 agonist
#1 O=C(CSc1nccc(-c2cccs2)n1)Nc1cccc(Cl)c1Cl
    1 | 6 | 14 | 2 | -1.0 | 4 | 7 | -7 | 4.9%
#2 Cc1ccc(S(=O)(=O)N2CCN(C(=O)C3CCCO3)CC2)cc1 (stereo not drawn)
    4 | . | 4 | 1 | . | 12 | 6 | 8 | -2.4%
#3 COCCn1c(C)cc(C2=NNC(=NC(C)(C)C)SC2)c1C
    1 | 2 | 12 | 3 | -0.1 | 0 | 7 | 0 | -0.2%
#4 O=C(O)/C=C/C(=O)Nc1cccc(C(F)(F)F)c1
    2 | -3 | 5 | 3 | 0.4 | -5 | 17 | 2 | -0.5%
#5 CC(C)CNS(=O)(=O)c1ccc(CC(C)C)cc1
    -7 | 13 | -4 | 9 | -1.0 | -1 | -3 | 4 | 0.3%
#6 O=C(CN1CCN(S(=O)(=O)N2CCCCCC2)CC1)Nc1cc(Cl)ccc1Cl
    -1 | 19 | -14 | 2 | -0.2 | 11 | -6 | 0 | 0.2%
#7 C=CCNC(=S)N/N=C(\C)c1ccccn1
    5 | 1 | 4 | 5 | 0.7 | -20 | 6 | 9 | -1.1%
#8 CN(C)S(=O)(=O)N1CCN(C(=O)N(c2ccccc2)c2ccccc2)CC1
    1 | -14 | 26 | 5 | 1.3 | -1 | 10 | 1 | 1.0%
#9 Cc1ccc(S(=O)(=O)NCC(C)n2cncn2)cc1C (stereo not drawn)
    -10 | -27 | -16 | 0 | 0.4 | -7 | 14 | 6 | 1.0%
#10 COc1ccc(S(=O)(=O)N(C)CC(=O)Nc2ccccc2SC)cc1Cl
    -2 | -9 | -7 | 1 | -0.7 | -14 | -4 | -1 | 0.6%
#11 COc1ccc(CC(=O)Nc2ccc(S(=O)(=O)N3CCCC3)cc2)c(OC)c1
    -2 | 21 | 4 | 2 | 0.0 | 8 | -2 | -3 | -2.8%
#12 C=CCn1c(N)cc(=O)nc1SCC(=O)Nc1ccc2ccccc2c1
    -4 | 10 | -7 | 0 | -0.6 | 5 | 7 | 0 | 2.3%
#13 CCS(=O)(=O)N1CCC(NC(=O)C(Cc2cccc(OC)c2OC)NC(C)=O)CC1 (stereo not drawn)
    4 | 10 | -1 | 1 | -2.7 | -16 | -3 | -2 | -1.9%
#14 Cn1c(=O)c2c(nc(OCc3cccnc3)n2Cc2c(F)cccc2Cl)n(C)c1=O
    -4 | 43* | -2 | 0 | 0.3 | -9 | . | -1 | 2.9%
#15 CCOC(=O)N1CCC(NC(=O)C2CCN(C(=O)N3CC(C)Oc4ccc(C)cc43)CC2)CC1 (stereo not drawn)
    -4 | -16 | 0 | 1 | . | -5 | -1 | 0 | 0.1%

Entries of single compounds from above. Screens in order: D1 PAM	D2 antagonist	RXFP1 antagonist	D1 agonist	D2 ag	D1 antag	D2 potentiator	TRHR PAM	RXFP1 agonist
`Cc1ccc(S(=O)(=O)NCC(C)n2cncn2)cc1C` (stereo not drawn) is entered as -10	-27	-16	0	0.4	-7	14	6	1.0%
`O=C(CN1CCN(S(=O)(=O)N2CCCCCC2)CC1)Nc1cc(Cl)ccc1Cl` is entered as -1	19	-14	2	-0.2	11	-6	0	0.2%
`Cn1c(=O)c2c(nc(OCc3cccnc3)n2Cc2c(F)cccc2Cl)n(C)c1=O` is entered as -4	43*	-2	0	0.3	-9	.	-1	2.9%

Additional compounds follow.
Results follow in this order: D1 PAM | D2 antagonist | RXFP1 antagonist | D1 agonist | D2 ag | D1 antag | D2 potentiator | TRHR PAM | RXFP1 agonist
#16 COc1ccc(NC(=O)C(C)N(c2ccc(C)cc2)S(C)(=O)=O)c(OC)c1 (stereo not drawn)
    1 | 14 | 1 | 0 | -0.9 | -2 | -1 | -3 | 0.4%
#17 CCCCCn1c(SCC(=O)OC)nc2c1c(=O)[nH]c(=O)n2C
    -6 | -17 | 0 | 0 | -0.6 | 3 | 10 | -4 | 3.1%
#18 Cc1[nH]n(-c2ccccc2)c(=O)c1/C=N/N1C(=O)c2cccc3cccc(c23)C1=O
    -4 | -3 | -23 | 1 | 0.3 | 3 | 23 | 2 | 0.6%
#19 COc1cc(C(=O)N2CCc3c([nH]c4ccccc34)C2c2ccc(F)cc2)cc(OC)c1OC (stereo not drawn)
    -3 | . | -11 | 1 | 1.4 | -2 | 8 | 10 | 6.4%
#20 N/C(=N\OC(=O)C1CCCCC1)c1cccc(Br)c1
    5 | 7 | -13 | 4 | -0.6 | 32 | 9 | 1 | 0.5%
#21 Cc1ccc(-n2nnnc2SCC(=O)Nc2nc(-c3ccc(F)cc3)cs2)cc1C
    1 | -16 | 5 | 6 | -0.5 | 14 | 1 | -5 | -2.6%
#22 CCNS(=O)(=O)c1cc(-c2nnc(OC)c3ccccc23)ccc1C
    -1 | -1 | 4 | 7 | -0.2 | -6 | -7 | -1 | 0.0%
#23 Cc1nnc(NC(=O)c2ccc(S(=O)(=O)N3CC(C)OC(C)C3)cc2)o1 (stereo not drawn)
    6 | -11 | -5 | 4 | 0.0 | -25 | 3 | -4 | -0.3%
#24 Cc1cccc(Cn2cc3c(=O)n(CC(=O)Nc4cccc(C)c4C)nc-3c3cc(F)ccc32)c1
    -1 | . | -3 | 0 | 0.1 | 3 | -3 | -14 | -0.3%
#25 COc1cc([C@@H]2CC=C(C(=O)O)[C@H](c3ccc(Cl)cc3)N2S(=O)(=O)c2ccc(C)cc2)cc(OC)c1OC
    -2 | 9 | . | 2 | 0.1 | -7 | 18 | -5 | -1.5%
#26 CN1C(=O)/C(=C/c2ccco2)SC1=Nc1cccc(C(=O)O)c1
    -1 | 0 | -17 | -2 | 0.0 | -13 | 0 | 2 | -1.0%
#27 O=C(NC1CCCCCC1)c1ccc(CN2CCOCC2)cc1
    4 | 19 | 2 | 3 | 0.6 | -8 | -4 | -4 | 3.1%
#28 Oc1ccc2c(c1)oc1cc(O)ccc12
    -5 | 13 | 13 | -1 | -0.5 | -7 | 5 | 2 | 0.7%
#29 CCn1ncc([C@@H]2C[C@H]3CN(Cc4ccccc4C)C(=O)[C@]34CCCN24)c1C
    0 | 18 | -14 | 0 | 0.5 | -17 | -2 | 13 | 0.4%
#30 O=C(Cn1cc([N+](=O)[O-])cn1)NCC1CCCO1 (stereo not drawn)
    -2 | 0 | -10 | 1 | -0.3 | -9 | -1 | -2 | -0.4%
#31 CC1CC(C)CN(C(=O)/C=C/c2ccc(S(=O)(=O)N3CCOCC3)cc2)C1 (stereo not drawn)
    . | 30* | -17 | 11 | 0.1 | -7 | -2 | -4 | -0.7%
#32 Fc1ccc(Nc2nc3ccccc3n3cnnc23)c(F)c1
    -7 | . | . | -1 | -0.1 | 7 | 4 | 3 | 12%
#33 COc1ccc(/C=C2\Oc3cc(OCC(N)=O)ccc3C2=O)cc1OC
    -2 | 6 | 3 | 4 | 1.4 | -6 | 8 | 2 | 7.4%
#34 COc1cc(CN2CCC(C(=O)NC3CCCC3)CC2)cc(Br)c1O
    4 | 13 | -6 | 3 | -0.1 | 1 | -13 | -1 | 1.5%
#35 O=C(O)c1ccc(S(=O)(=O)c2ccc3c(c2)C(=O)N(NC(=O)c2ccc(O)cc2)C3=O)cc1
    -3 | -7 | -5 | 0 | -0.1 | 10 | -5 | 8 | -0.2%
#36 O=C(Nc1ccccc1C(F)(F)F)c1cnccn1
    4 | -12 | 6 | 5 | -1.8 | -2 | 16 | 5 | -0.5%
#37 COCCN(C(=O)c1ccc(N2CCCC2=O)cc1)c1c(N)n(CC(C)C)c(=O)[nH]c1=O
    -4 | -5 | -1 | -1 | -0.4 | -3 | -10 | -2 | -0.3%
#38 COc1ccccc1NC(=O)c1cc(Sc2nncn2C)nc2ccccc12
    -2 | -15 | -16 | -2 | 1.0 | -6 | 11 | -1 | 0.4%
#39 CCOC(=O)c1cccc(NC(=O)CN(c2ccc(C)cc2)S(=O)(=O)c2c(C)n[nH]c2C)c1
    -2 | -7 | -5 | 3 | -1.1 | -11 | 11 | 0 | -0.1%
#40 CC(=O)N1CCc2ccc(S(=O)(=O)N3CC(C)OC(C)C3)cc21 (stereo not drawn)
    4 | -4 | -6 | 5 | -1.5 | 10 | 4 | 4 | 0.5%
#41 CCOc1cccc(/C=N/NC(=S)NCCN2CCOCC2)c1O
    1 | 2 | 0 | 5 | 0.2 | -17 | -4 | -11 | 1.6%
#42 CCc1ccc(NC(=O)NCCN2CCCCC2)cc1
    -1 | -8 | 8 | 3 | -0.3 | -3 | -7 | 6 | 0.1%
#43 O=C(CN1CCN(c2ccccn2)CC1)NC(=O)NC1CCCCC1
    12 | 21 | -3 | 0 | 0.7 | 2 | 13 | 25 | 2.0%
#44 CCCCn1c(CN2CCN(c3ccccc3)CC2)nc2c1c(=O)n(C)c(=O)n2C
    0 | -3 | -3 | -1 | -0.3 | 6 | -23 | -1 | 4.7%
#45 NC(=O)c1ccccc1NC(=O)c1cc(S(=O)(=O)N2CCCCC2)ccc1N1CCOCC1
    -7 | 7 | -16 | 1 | -0.5 | 9 | 5 | -2 | 0.6%
#46 Cc1ccccc1C(=O)c1cccn1CC(=O)NC(C)c1ccc2c(c1)OCCO2 (stereo not drawn)
    . | -7 | -4 | 4 | -1.8 | 25 | 11 | 4 | -1.1%
#47 NNC(=O)c1cccc(O)c1
    -6 | -17 | -17 | 7 | -0.6 | -8 | -3 | -2 | 0.5%
#48 CNCCOCC(O)CSc1ccccc1 (stereo not drawn)
    -4 | -2 | -4 | 2 | 1.2 | -16 | -7 | -1 | 0.9%
#49 CCCNc1nc(Nc2ccc(C)cc2)nc(N2CCCC2)n1
    -23 | -4 | -38 | 5 | -1.0 | -35* | 6 | 20 | -0.4%
#50 c1cncc(-c2nc(N3CCOCC3)c3ccccc3n2)c1
    -3 | 1 | 0 | -2 | -0.3 | . | 6 | 4 | 0.5%
#51 Brc1ccc(C2Nc3cccc4cccc(c34)N2)o1
    -6 | -8 | -5 | 2 | 0.1 | 10 | 4 | 11 | -0.7%
#52 CCOc1ccc(CNC(=O)c2ccco2)cc1
    -4 | 9 | 9 | 10 | 0.1 | -24 | -11 | -1 | -0.6%
#53 C=CCNC(=O)c1oc2ccc(S(=O)(=O)N3CCC4(CC3)OCCO4)cc2c1C
    -1 | -1 | -14 | 3 | 0.3 | 15 | 33* | 12 | 1.7%
#54 CC(=O)Nc1ccc(SCC(=O)OCC(=O)NC(=O)NC2CCCC2)cc1
    -8 | 16 | -12 | 3 | -0.9 | -25 | -7 | -3 | 2.4%
#55 C[C@@H]1CN(Cc2cn(C)nc2-c2cccc(Cl)c2)C[C@H](C)O1
    6 | -4 | 9 | 3 | -0.4 | 8 | 13 | -1 | 2.0%
#56 O=C(NCc1cc(C(F)(F)F)cc(C(F)(F)F)c1)C1CC(c2ccccc2[N+](=O)[O-])=NO1 (stereo not drawn)
    0 | -2 | . | 9 | 0.7 | 48 | -2 | -11 | 2.2%
